Bioassay records (PubChem)
Shiga toxin inh – blocks Shiga toxin action in Vero cells; Vero cells, Shiga toxin protein synthesis inhibition reporter; inhibition, % at 38.7 µM; 290,000 compounds, 9.2% hits; AID 2315; in the data active = inhibition mostly above about 28%, no sharp cut-off; inactive = mostly below about 43%; also: 0% is about no effect
Pf growth 96h – P. falciparum growth inhibition at 96 hours; AID 504834; Potency, µM (doses to about 28.7 µM), without a hit: at the top dose activity change, negative = inhibition, most hits filed as inhibitors; 320,000 compounds, 6.9% hits; P. falciparum luciferase reporter growth, 96 h; also: potency is read from the fitted curve at half-maximal effect; % is scaled to controls: 0 for no effect and ±100 for the full control effect
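Delayed-death screen, second-generation endpoint: infected erythrocytes, 2% hematocrit, 0.05% parasitemia final; 96 hours at 37 C, 5% CO2; luciferase detection reagent; luminescence decrease equals reduced growth.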
HCV inhibitor – inhibitors of hepatitis C virus infection; Potency, µM (doses to about 41.8 µM), for inactives: top-dose activity change, negative = inhibition, hits mostly inhibitors; 340,000 compounds, 3.4% hits; AID 651820; Huh7.5.1 HCVcc-Cre infection, luciferase reporter, 44 h; also: potency is read from the fitted curve at half-maximal effect; % is scaled to controls: 0 for no effect and ±100 for the full control effect
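Infectious HCV cell culture screen: compound-treated cells (1,000/well, pre-plated 4 h) are infected with HCVcc-Cre at roughly 0.5 moi and grown 44 h. Infection is quantified by luciferase signal after 15 min substrate incubation at room temperature.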
FBPA Giardia inh – blocks Giardia fructose-bisphosphate aldolase activity. A8B2U2. purified Giardia FBPA. Potency, µM (top dose mostly 59.6 µM), inactives show at the highest dose activity, negative = inhibition, usual class: inhibitors. 290,000 compounds, 0.71% hits; also: potency is read from the fitted curve at half-maximal effect; % is scaled to controls: 0 for no effect and ±100 for the full control effect; nearly all actives have a fitted effect of over 55% in size
Target sequence (A8B2U2 whole entry, looked up): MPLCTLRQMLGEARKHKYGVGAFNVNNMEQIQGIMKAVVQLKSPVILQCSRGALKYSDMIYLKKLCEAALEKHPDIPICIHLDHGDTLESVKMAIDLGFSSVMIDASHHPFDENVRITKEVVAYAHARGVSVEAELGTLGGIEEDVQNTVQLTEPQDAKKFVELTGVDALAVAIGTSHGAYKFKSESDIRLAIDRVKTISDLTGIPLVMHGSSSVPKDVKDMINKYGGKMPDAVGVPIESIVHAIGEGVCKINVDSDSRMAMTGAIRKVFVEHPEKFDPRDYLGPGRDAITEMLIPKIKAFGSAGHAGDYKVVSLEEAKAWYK
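Giardia FBPA (40 nM reagent) was preincubated 10 min at RT with compound (up to 57.5 uM final), then substrate plus GAPDH/TPI/NAD/arsenate coupling system with diaphorase/resazurin was added; resorufin fluorescence (525/598 nm) was read after 20 min.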
CHX counter – counter-screen for Shiga toxin inhibitors: cycloheximide protein synthesis inhibition; max response, %; 300,000 compounds, 12% hits; cell reporter, cycloheximide protein synthesis inhibition counterscreen; AID 2314; in the data active = max response mostly above about 13%, no sharp cut-off; inactive = mostly below about 14%; also: read at 38.3 µM for the half of the compounds with a filed dose; 0% is about no effect
Pf growth 48h – inhibits P. falciparum growth in the first generation, 48 h. P. falciparum luciferase growth in erythrocytes, 48 h. Potency, µM (top dose mostly 28.7 µM), for inactives: top-dose activity change, negative = inhibition, usual class: inhibitors. 310,000 compounds, 5.9% hits. AID 504832; also: potency is read from the fitted curve at half-maximal effect; % is scaled to controls: 0 for no effect and ±100 for the full control effect
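Luciferase-expressing parasites in RBCs, 2% Hct / 0.1% parasitemia final; RPMI 1640 + 0.5% Albumax; 37 C, 5% CO2, one generation; luminescence read-out, lower signal = inhibition.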
Numbers without * were called inactive; u = inconclusive; x = not tested or not shown; & = joins results of further samples; [ ] = remark or other dose. Unless noted, calls follow the shape of the dose curve; as a rule, active = well fitted curve in the direction sought with a large enough effect; inconclusive = small, poorly fitted or top-dose-only effect, or another doubt; inactive = no such curve, though single readings can be large; an effect the other way counts as inactive or inconclusive.

SMILES	Shiga toxin inh	Pf growth 96h	HCV inhibitor	FBPA Giardia inh	CHX counter	Pf growth 48h
c1ccc(-n2nnnc2-n2cnc3ccccc32)cc1	0	1%	-19%	0%	1	6%
CC1Oc2ccccc2N(CC(=O)Nc2ccc3c(c2)OCCO3)C1=O (stereo not drawn)	90	12µM*	u	6%	44*	46%[activator]
CCOC(=O)N1CCN(Cc2nc3c(c(=O)n(C)c(=O)n3C)n2Cc2cc(C)ccc2C)CC1	-14	-21%	x	2%	-1	x
O=C(CSc1n[nH]c(-c2ccc(Cl)cc2Cl)n1)Nc1ccccn1	-11	-20%	-29%	-7%	12	x
Nc1ccncc1Cl	9	41%[activator]	1%	1%	-3	x
S=C(NCCCN1CCOCC1)Nc1ccc(N2CCOCC2)cc1	-4	24%	11%	-5%	-2	-6%
Cc1ccc(/C=N/NC(=O)c2ccc(OC3CCCC3)cc2)o1	1	u	-17%	-1%	13	0%
Cc1cc(Cl)c(S(=O)(=O)NC2CCCCC2)cc1OCC(=O)Nc1nncs1	-5	4%	-18%&33%	-1%	0	u
CCOC(=O)c1ccccc1NC(=O)C1CSC2(C)CCC(=O)N12 (stereo not drawn)	-3	-6%	-13%	8%	-2	-28%
Fc1ccccc1CNC(=S)NCc1ccc(Cl)cc1	10	-3%	0%	8%	2	u
COc1ccc(-c2nc(Cc3ccc(Cl)cc3)no2)cc1OC	-5	x	u	2%	-2	7%
O=C(NCc1ccncc1)C1CCCN(S(=O)(=O)Cc2ccccc2)C1 (stereo not drawn)	-9	u	23%	2%	-2	0%
Cc1ccc(N2C(=O)CC(Sc3ccccc3C(=O)O)C2=O)cc1C (stereo not drawn)	16	85%[activator]	19%	13%	-2	14%
COc1ccc(NC(=S)N(C)CC2COc3ccccc3O2)cc1 (stereo not drawn)	73*	40%[activator]	11%	-3%	24*	40%[activator]
Cc1n[nH]c(C)c1CCOc1ccc(C(C)C)cc1	49*	13%	u	3%	32	-1%
COc1ccc(Nc2nc(C)cc(C)c2C#N)c(OC)c1	x	25%	u	12%	-3	8%
CCOC(=O)c1nc(C)nc(Sc2n[nH]c(-c3cc(Cl)cc(Cl)c3)n2)c1C	-5	29%	6%	3%	0	9%
Cc1ccc(N(C(=O)c2csnn2)C(C(=O)NC(C)(C)C)c2cccs2)cc1 (stereo not drawn)	9	u	19%	0%	-3	u
COc1ccc(CCn2c(NN=C3CCCCC3)nc3c2c(=O)[nH]c(=O)n3C)cc1	-4	u	-5%	4.5µM*	-1	u
O=[N+]([O-])c1ccc(/C=N/n2c(C3CCCCC3)n[nH]c2=S)cc1	38	38%[activator]	-7%	-1%	-2	32%[activator]
O=C(CN(Cc1ccccc1)C(=O)CCC(=O)Nc1nccs1)NCc1ccco1	-8	-1%	9%	6%	-4	8%
Fc1cccc(Cc2noc(CN3CCCCC3c3ccccn3)n2)c1 (stereo not drawn)	82	8.3µM*	11%	-22%	35*	-24%
O=C(NCc1ccccc1)C1=C[C@H](C2CC2)C[C@H](OCCCCO)O1	-8	23%	2%	-1%	-3	16%
O=C(Cn1[nH]c(=O)c2ccccc2c1=O)Nc1cccnc1	9	u	3%	-1%	1	30%[activator]
Cc1ccccc1Cn1c(=O)n(-c2ccccc2)c(=O)c2ccc(C(=O)NCc3ccco3)cc21	-26	8.3µM*	-1%[8.37 µM]	-1%	-8	-6%
Nc1nc(-c2ccc3c(c2)OCCO3)c(CC(=O)O)s1	2	-17%	17%	-7%	6	-4%
O=C(Cc1cccs1)NCc1ccc(Cl)cc1	15	0%	7%	13%	15*	22%
COC(=O)Cn1c(CN2CCc3ccccc3C2)nc2c1c(=O)n(C)c(=O)n2C	-3	19%	-24%	-17%	-2	7%
CCOC(=O)c1ccc(NC(=S)N(CCCN2CCCCCC2)Cc2ccco2)cc1	-1	-1%	u	-1%	-4	u
Fc1cccc(Cc2noc(CN3CCC(c4ccncc4)CC3)n2)c1	-3	-1%	u	6%	0	-28%

Ordered by number of heavy atoms (highest first): part of the list above.
SMILES	Shiga toxin inh	Pf growth 96h	HCV inhibitor	FBPA Giardia inh	CHX counter	Pf growth 48h
Cc1ccccc1Cn1c(=O)n(-c2ccccc2)c(=O)c2ccc(C(=O)NCc3ccco3)cc21	-26	8.3µM*	-1%[8.37 µM]	-1%	-8	-6%
CCOC(=O)c1ccc(NC(=S)N(CCCN2CCCCCC2)Cc2ccco2)cc1	-1	-1%	u	-1%	-4	u
O=C(CN(Cc1ccccc1)C(=O)CCC(=O)Nc1nccs1)NCc1ccco1	-8	-1%	9%	6%	-4	8%
COC(=O)Cn1c(CN2CCc3ccccc3C2)nc2c1c(=O)n(C)c(=O)n2C	-3	19%	-24%	-17%	-2	7%
Cc1ccc(N(C(=O)c2csnn2)C(C(=O)NC(C)(C)C)c2cccs2)cc1 (stereo not drawn)	9	u	19%	0%	-3	u
CCOC(=O)c1nc(C)nc(Sc2n[nH]c(-c3cc(Cl)cc(Cl)c3)n2)c1C	-5	29%	6%	3%	0	9%
Fc1cccc(Cc2noc(CN3CCC(c4ccncc4)CC3)n2)c1	-3	-1%	u	6%	0	-28%
O=C(NCc1ccccc1)C1=C[C@H](C2CC2)C[C@H](OCCCCO)O1	-8	23%	2%	-1%	-3	16%
COc1ccc(NC(=S)N(C)CC2COc3ccccc3O2)cc1 (stereo not drawn)	73*	40%[activator]	11%	-3%	24*	40%[activator]
COc1ccc(-c2nc(Cc3ccc(Cl)cc3)no2)cc1OC	-5	x	u	2%	-2	7%
O=C(Cn1[nH]c(=O)c2ccccc2c1=O)Nc1cccnc1	9	u	3%	-1%	1	30%[activator]
COc1ccc(Nc2nc(C)cc(C)c2C#N)c(OC)c1	x	25%	u	12%	-3	8%
Fc1ccccc1CNC(=S)NCc1ccc(Cl)cc1	10	-3%	0%	8%	2	u
Cc1n[nH]c(C)c1CCOc1ccc(C(C)C)cc1	49*	13%	u	3%	32	-1%
O=C(Cc1cccs1)NCc1ccc(Cl)cc1	15	0%	7%	13%	15*	22%

Remaining list, next part
SMILES	Shiga toxin inh	Pf growth 96h	HCV inhibitor	FBPA Giardia inh	CHX counter	Pf growth 48h
CC(=O)OC(C(=O)Nc1nccs1)c1ccccc1 (stereo not drawn)	-12	-17%	2%	-11%	-3	11%
Cc1cccc(COc2ccccc2C(=O)N(C)CC(=O)Nc2cccc(F)c2)c1	x	4.1µM*	u	x	x	u
CC1(C)CC(NC(=O)Cc2ccccc2)CC(C)(C)N1	x	u	5%	-1%	-2	11%
Cc1nn(-c2ccccc2)c(C)c1-c1ccccc1O	39	15%	u	-6%	11	-5%
COc1ccc(C(CC(=O)O)NC(=O)C(c2ccccc2)c2ccccc2)cc1 (stereo not drawn)	4	u	12%	11%	1	4%
CSC1=C(C#N)C(CC(C)C)C(C(C)=O)=C(C)N1 (stereo not drawn)	-10	-6%	-1%	3%	-1	u
O=C(CN1CCN(c2ccccc2F)CC1)c1c[nH]c2ccc(F)cc12	-10	x	u	1%	-4	-14%
CCOc1cccc(C(=O)Nc2ccc3[nH]ncc3c2)c1	22*	-2%	6%	-2%	36*	144%[activator]
CCn1c(CNc2ccc(OC)cc2)nnc1SCC(=O)N1CCCc2ccccc21	33	-15%	-17%	u	12	u
COc1ccc(C(=O)NCc2nnc(SC)n2C2CCCCC2)cc1	-9	-8%	12%	4%	-2	-16%
CC(C)OC(=O)[C@H]1[C@H](c2ccc(Cl)cc2)[C@@](C#N)(C(N)=O)[C@@H]2C=CC(C(N)=O)=CN21	-2	x	8%&7%	-29%	-1	0%
O=C(/C=C/c1ccccc1)CC(O)(c1ccccc1)C(F)(F)C(F)F (stereo not drawn)	-18	7.4µM*	u	-8%	2	x
O=C1c2ccccc2C(=O)N1c1ncccn1	-7	x	16%	5%	6	6%
CCOC(=O)CSCC(=O)Nc1ccc(S(=O)(=O)N2CCCCC2)cc1	12	16%	11%	2%	-5	x
Cc1ccccc1C(=O)Nc1ccc(N2CCCC2)cc1	57*	-24%	u	u	35*	29%
O=C(Nc1ccc(Oc2ccccc2)cc1)c1ccc(Cn2c(=O)[nH]c3ccsc3c2=O)cc1	-14	13µM*	-21%[8.37 µM]	1%	-6	18%
CCOc1ccc(CN2CCNC(=O)C2CC(=O)NC2CCCCCC2)cc1 (stereo not drawn)	-2	3%	-4%	3%	7	-3%
CC(C)CNS(=O)(=O)c1ccc(CCC(=O)NCc2cccnc2)cc1	-10	u	19%	10%	-1	0%
COCCOC(=O)C1=C(C)N=C2SCCC(=O)N2C1c1ccc(C(=O)OC)cc1 (stereo not drawn)	-6	u	13%	0%	-3	-1%
O=C(CN(Cc1ccccc1)C(=O)CSc1nnc(COc2ccccc2)o1)NC1CCCC1	-2	-19%	0%	6%	-1	u
CC(/C=N/NC(=O)c1cccs1)=C\c1ccccc1	145*	u	2%	0%	42*	0%
CCOC(=O)CC1C(=O)NCCN1S(=O)(=O)c1ccc(OC)cc1 (stereo not drawn)	-4	0%	1%	8%	-2	1%
O=C(CSc1nc(C2CC2)nc2ccccc12)Nc1ccccc1N1CCOCC1	13	18%	u	-4%	-2	u
CC(C)(C)C(=O)COC(=O)c1ccc2c(c1)C(=O)N(Cc1ccco1)C2=O	5	12%	5%	3%	-6	1%
CC(=O)N(Cc1cc(=O)[nH]c2ccccc12)c1ccc(C)cc1C	-8	0%	19%	3%	-1	-20%
O=C(Nc1nnc(-c2ccco2)o1)c1cccc2ccccc12	-3	-10%	-12%	-1%	6	-2%
CCOC(=O)c1c(C)[nH]c(C(=O)NCc2ccccn2)c1C	x	162%[activator]	u	x	x	114%[activator]
NC(=O)CC(NC(=O)Cc1cccc2ccccc12)c1ccc(NCC2CC2)c([N+](=O)[O-])c1 (stereo not drawn)	-5	9%	11%	1%	-1	-8%
COC(=O)c1cnn(-c2nc(-c3ccccc3)cs2)c1N	40*	76%[activator]	u	-1%	42*	85%[activator]
CCc1cccc(C)c1NC(=O)CN(C)Cc1ccccc1F	-10	-23%	-3%	4%	-5	-10%
Cc1ccnc(NC(=O)c2ccco2)n1	25	70%[activator]	20%	6%	10	14%
COC(=O)C(C(=O)OC)C(c1ccccc1)C(C(=O)c1ccccc1)[N+](=O)[O-] (stereo not drawn)	-4	40%[activator]	10%	u	0	-9%
COc1cc(Cl)c(C)cc1NC(=O)COC(=O)c1ccc(CN2CCCC2=O)cc1	x	-18%	10%	x	x	-13%
CN(CC(=O)Nc1ccc(Cl)c(C(F)(F)F)c1)C(=O)c1cc(-c2ccncc2)nc2ccccc12	x	u	u	x	x	13µM*
